Source: PubChem (National Center for Advancing Translational Sciences (NCATS))
Pin1 inh – blocks the human prolyl isomerase Pin1. Potency, µM (top dose mostly 115 µM), inactives show top-dose activity, negative = inhibition, actives largely listed as inhibitors. 390,000 compounds, 0.009% hits. AID 504891. Q13526. Pin1 FP peptide displacement, HiFluor488, 10 min; active = well fitted inhibition curve with a large enough effect in the polarisation, with a control signal flat, not every such curve was filed as active; inconclusive = small, poorly fitted or top-dose-only effect, or effect the other way, or a change in a side signal; inactive = no such curve, though single readings can be large or run the other way; the % refers to the polarisation; note: potency is the fitted concentration of half-maximal effect; % is set by controls: 0 for no effect and ±100 for the full control effect
HP1b chromo inh – blocks HP1-beta chromodomain binding to methylated histone tails. 390,000 compounds, 0.56% hits. Potency, µM (highest dose often 114 µM), inactives show at the highest dose activity change, negative = inhibition, actives largely listed as inhibitors. AlphaScreen HP1-beta / biotin-H3K9me3 peptide binding. P83916. AID 540317; note: potency is the fitted concentration of half-maximal effect; nearly all actives have a fitted effect of over 70% in size; inactives centre near 23
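Compound inhibition of the preformed complex between 50 nM HP1-beta and 50 nM biotinylated H3K9me3 peptide was read by AlphaScreen. Buffer was PBS pH 7.4 with 0.01% Tween-20. Incubations ran 30 min at room temperature, with 10 ug/mL donor/acceptor beads.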
BAZ2B block – blocks human BAZ2B; Q9UIF8; AlphaScreen BAZ2B-H3K14Ac peptide displacement; Potency, µM (highest dose often 114 µM), for the others: at the top dose activity change, negative = inhibition, hits mostly inhibitors; 360,000 compounds, 4.4% hits; note: potency is the fitted concentration of half-maximal effect; % is set by controls: 0 for no effect and ±100 for the full control effect; nearly all actives have a fitted effect of over 60% in size
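Complex of BAZ2B and biotin-H3K14Ac (50 nM apiece) forms over 30 min at RT, then faces library compounds up to 110 uM for another 30 min; AlphaScreen beads added, 20 min dark incubation, luminescence read.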
PGK inhibitor – blocks T. brucei phosphoglycerate kinase | 380,000 compounds, 0.043% hits | Potency, µM (top dose mostly 57.5 µM), for the others: at the highest dose activity change, negative = inhibition, usual class: inhibitors | PGK/GAPDH coupled, Kinase-Glo luminescence, 60 min; note: potency is the fitted concentration of half-maximal effect; % is set by controls: 0 for no effect and ±100 for the full control effect; nearly all actives have a fitted effect of over 60% in size
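Luminescent ATP detection (Kinase-Glo Plus) follows a 60-minute room-temperature incubation, with wells lacking PGK as controls. Buffer: 100 mM TEA (pH 7.6), 5 mM MgCl2, 0.01% Tween-20. Coupling enzyme GAPDH (100 nM final) supplies unstable 1,3-BPG in-well.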
ERG-DNA inh – inhibitors of human ERG Ets domain-DNA interaction. AID 624246. P11308. Potency, µM (series often up to 76.9 µM), inactives show at the highest dose FP activity, negative = inhibition, most hits filed as inhibitors. 370,000 compounds, 0.028% hits. fluorescence polarization, His-ERG Ets domain / labelled DNA; active = well fitted inhibition curve with a large enough effect in the polarisation, with a control signal flat; inconclusive = small, poorly fitted or top-dose-only effect, or effect the other way, or a change in a side signal; inactive = no such curve, though single readings can be large or run the other way; the % refers to the polarisation;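 note: polarization taken with two DNA probes labelled with fluorescein and Texas red; potency is the fitted concentration of half-maximal effect; % of control where 0% means no effect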
Target sequence (P11308 whole entry, looked up, the tested form may be a part): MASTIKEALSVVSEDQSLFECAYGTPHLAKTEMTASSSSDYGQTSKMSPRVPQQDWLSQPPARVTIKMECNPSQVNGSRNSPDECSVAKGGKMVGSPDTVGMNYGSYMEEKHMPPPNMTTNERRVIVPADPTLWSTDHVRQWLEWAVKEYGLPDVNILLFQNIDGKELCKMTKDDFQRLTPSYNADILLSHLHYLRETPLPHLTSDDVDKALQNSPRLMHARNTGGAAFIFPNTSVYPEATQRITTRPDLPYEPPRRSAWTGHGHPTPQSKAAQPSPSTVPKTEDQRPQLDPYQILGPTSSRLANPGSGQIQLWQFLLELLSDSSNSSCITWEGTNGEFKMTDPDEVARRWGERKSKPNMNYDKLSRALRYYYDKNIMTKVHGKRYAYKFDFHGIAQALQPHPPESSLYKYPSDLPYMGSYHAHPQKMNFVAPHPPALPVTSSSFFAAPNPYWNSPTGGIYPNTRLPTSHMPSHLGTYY
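His-tagged ERG Ets domain (1 uM in the protein solution; 300mM KCl, 50mM Tris-HCl, 1mM EDTA, 1mM DTT, pH 7.5) received compound, then a probe mix of 5 nM fluorescein-DNA and 100nM Texas-615-DNA. Fluorescence polarization was read for both dyes.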
PI4K2A inh – blocks human PI4K2A kinase activity. Q9BTU6. purified PI4K2A, ADP-Glo luminescence, 1 h; stronger effect = lower value. 420,000 compounds, 0.13% hits. activity change, negative = inhibition, % at 76.9 µM; in the data active = activity change below about -50%; inconclusive = mostly about -30% to -49%;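 note: -100% = wells without enzyme as full effect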
Target sequence (Q9BTU6 whole entry, looked up): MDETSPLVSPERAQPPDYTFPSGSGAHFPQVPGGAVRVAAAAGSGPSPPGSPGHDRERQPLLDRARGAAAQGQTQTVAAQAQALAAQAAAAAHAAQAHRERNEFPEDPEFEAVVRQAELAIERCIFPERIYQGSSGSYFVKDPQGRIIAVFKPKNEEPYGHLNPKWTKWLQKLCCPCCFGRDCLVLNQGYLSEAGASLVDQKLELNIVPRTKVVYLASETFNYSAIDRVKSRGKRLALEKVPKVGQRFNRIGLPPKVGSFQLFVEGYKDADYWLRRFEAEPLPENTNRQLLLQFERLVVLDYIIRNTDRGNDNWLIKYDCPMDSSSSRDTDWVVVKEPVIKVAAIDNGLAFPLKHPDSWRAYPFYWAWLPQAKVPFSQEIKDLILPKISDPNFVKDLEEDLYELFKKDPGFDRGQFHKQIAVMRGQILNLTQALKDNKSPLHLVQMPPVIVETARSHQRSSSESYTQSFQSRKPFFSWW
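ADP-Glo luminescence measured ADP generated by PI4K2A enzyme (4 ug/mL before mixing) with 1.2 mM PI substrate (pre-mix) and 300 microM ATP (pre-mix). Tris pH7.5 buffer with MgCl2, Triton X-100; 1 h reaction at ambient temperature.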
G9a inh – inhibitors of human histone lysine methyltransferase G9a; Potency, µM (top dose mostly 102 µM), for the others: at the top dose activity, negative = inhibition, usual class: inhibitors; Q96KQ7; G9a H3K9 monomethylation, AlphaScreen, 2 h; 350,000 compounds, 8.8% hits; note: potency is the fitted concentration of half-maximal effect; % is set by controls: 0 for no effect and ±100 for the full control effect; nearly all actives have a fitted effect of over 75% in size
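Using a bead-based AlphaScreen, monomethylated H3K9 product from 2 h room-temperature reactions (G9a 20 nM, peptide 500 nM, SAM 20 uM) was detected with 0.5 ug/mL rabbit anti-H3K9me1 antibody.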
JMJD2A Tudor – JMJD2A Tudor domain (human) inhibition | AlphaScreen JMJD2A-Tudor / H3K4me3 peptide binding | Potency, µM (titrated, usually from 114 µM), for the others: at the highest dose activity change, negative = inhibition, hits mostly inhibitors | 390,000 compounds, 4.4% hits; note: potency is the fitted concentration of half-maximal effect; % is set by controls: 0 for no effect and ±100 for the full control effect; nearly all actives have a fitted effect of over 50% in size
GLS inh – glutaminase GLS (human) inhibition; Potency, µM (series often up to 45.5 µM), for inactives: at the top dose activity change, negative = inhibition, actives largely listed as inhibitors; 410,000 compounds, 0.21% hits; GLS enzymatic activity, qHTS titration; note: potency is the fitted concentration of half-maximal effect; % is set by controls: 0 for no effect and ±100 for the full control effect
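Compounds were pin-transferred onto hKGA, after which L-glutamine (1 mM solution) and a detection mix of glutamate oxidase, HRP and Amplex Red were added. Initial and 30 min RT fluorescence reads were collected.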
* = called active by the depositor; [ ] = remark or other dose. Unless noted, calls come from the whole dose curve; as a rule, active = well fitted curve in the direction sought with a large enough effect; inconclusive = small, poorly fitted or top-dose-only effect, or another doubt; inactive = no such curve, though single readings can be large; an effect the other way counts as inactive or inconclusive.

Screening N#CCOc1coc(CN2CCN(c3ccccc3)CC2)cc1=O returned Pin1 inh 1%, HP1b chromo inh 78%[activator], BAZ2B block -6%, PGK inhibitor -7%, ERG-DNA inh -2%, PI4K2A inh -2, G9a inh -2%[0.501 µM], JMJD2A Tudor -2% and GLS inh -3%.
For Cn1cnc2c1c(=O)n(Cc1c(Cl)cccc1Cl)c(=O)n2C the results were Pin1 inh 0%, HP1b chromo inh 18%, BAZ2B block -15%, PGK inhibitor -1%, ERG-DNA inh 1%, PI4K2A inh 2, G9a inh -26%[59 µM], JMJD2A Tudor 1% and GLS inh 20µM*.
`CCn1ccc(=N)cc1` gave Pin1 inh 1%, HP1b chromo inh 53%[activator], BAZ2B block -5%, PGK inhibitor -3%, ERG-DNA inh 6%, PI4K2A inh -2, G9a inh -26%[12.7 µM], JMJD2A Tudor 4% and GLS inh -9%.
Screening COC(=O)CCC(=O)N(C)CC1CCCN(CCc2cccc(C(F)(F)F)c2)C1 (stereo not drawn) returned Pin1 inh 12%, HP1b chromo inh 14%, BAZ2B block 0%, PGK inhibitor -8%, ERG-DNA inh -3%, PI4K2A inh 0, G9a inh -2%[0.501 µM], JMJD2A Tudor -20% and GLS inh 0%.
`Cc1ccc(SCCNC(=S)Nc2cc(C)ccc2C)cc1` gave Pin1 inh 2%, HP1b chromo inh 19%, BAZ2B block inconclusive, PGK inhibitor -7%, ERG-DNA inh -1%, PI4K2A inh 1, G9a inh 22%[59 µM], JMJD2A Tudor -12%[11.4 µM] and GLS inh 6%.
Cc1ccc(Cn2nnnc2CN2CCC(O)(c3cccnc3)CC2)cc1 was read as Pin1 inh 2%, HP1b chromo inh 25%, BAZ2B block inconclusive, PGK inhibitor 0%, ERG-DNA inh -9%, PI4K2A inh -3, G9a inh -10%[12.7 µM], JMJD2A Tudor inconclusive and GLS inh 2%.
COc1ccccc1N(CC(=O)NC1CC2CCC1C2)S(=O)(=O)c1ccc(C)cc1 (stereo not drawn) was read as Pin1 inh -10%, HP1b chromo inh 9%, BAZ2B block -15%, PGK inhibitor 5%, ERG-DNA inh -7%, PI4K2A inh 3, JMJD2A Tudor -17% and GLS inh 6%.
Screening Cc1cc(NS(=O)(=O)c2ccc(NC(=O)c3cnc(Cl)c(Cl)c3)cc2)nc(C)n1 returned Pin1 inh 6%, HP1b chromo inh 19%, BAZ2B block 8%, PGK inhibitor -7%, ERG-DNA inh 4%, PI4K2A inh -1, G9a inh -4%[12.7 µM], JMJD2A Tudor 4% and GLS inh -3%.
`COc1ccc(NC(=O)CN(C)S(=O)(=O)c2ccc3[nH]c(=O)oc3c2)cc1` gave Pin1 inh 5%, HP1b chromo inh 23%, BAZ2B block -22%, PGK inhibitor -10%, ERG-DNA inh 5%, PI4K2A inh -5, G9a inh -3%[59 µM], JMJD2A Tudor 16% and GLS inh 11%.
CN(C)S(=O)(=O)c1cccc(C(=O)NCC(C)(C)CNC(=O)c2cccc(S(=O)(=O)N(C)C)c2)c1 was read as Pin1 inh -2%, HP1b chromo inh 30%, BAZ2B block -18%, PGK inhibitor -2%, ERG-DNA inh 3%, PI4K2A inh -18, G9a inh -16%, JMJD2A Tudor 1% and GLS inh 4%.
`CC(C)(C)c1ccc(OCCC(=O)NC2=NCCS2)cc1` gave Pin1 inh 4%, HP1b chromo inh 32%, BAZ2B block -14%, PGK inhibitor -5%, ERG-DNA inh 3%, PI4K2A inh 1, G9a inh 12%[59 µM], JMJD2A Tudor -11% and GLS inh 15%.
CCOC(=O)c1ccc(CSc2nnc3cc(C)c4ccccc4n23)cc1 was read as Pin1 inh 7%, HP1b chromo inh 21%, BAZ2B block -16%, PGK inhibitor inactive, ERG-DNA inh 3%, PI4K2A inh -2, G9a inh -31%[59 µM], JMJD2A Tudor -17% and GLS inh -11%.
Screening N#Cc1c(-c2ccccc2)c(C#N)c2nc3ccccc3n2c1N returned Pin1 inh 42%[activator], HP1b chromo inh 41%[activator], BAZ2B block -31%, PGK inhibitor -11%, ERG-DNA inh 4%, PI4K2A inh -5, G9a inh inconclusive, JMJD2A Tudor -20% and GLS inh 12%.
Screening O=C(O)CSCC(=O)Nc1ccc(-c2nc3ccccc3s2)cc1 returned Pin1 inh 29%, HP1b chromo inh 9%, BAZ2B block -1%, PGK inhibitor inconclusive, ERG-DNA inh 2%, PI4K2A inh -29, G9a inh 45µM*, JMJD2A Tudor -30% and GLS inh 13%.
For CCOCCCNC(=O)C(NC(=O)c1ccc(NC(C)=O)cc1)c1ccc(OC)cc1 (stereo not drawn) the results were Pin1 inh -3%, HP1b chromo inh 20%, BAZ2B block -1%, PGK inhibitor 1%, ERG-DNA inh 4%, PI4K2A inh 2, G9a inh 21%, JMJD2A Tudor 0% and GLS inh 4%.
Screening CC(=O)N1c2ccc(S(=O)(=O)N3CCCCCC3)cc2CC1C(=O)NCc1ccccc1C (stereo not drawn) returned Pin1 inh -3%, HP1b chromo inh 10%, BAZ2B block -10%, PGK inhibitor 1%, ERG-DNA inh -1%, PI4K2A inh -1, G9a inh 12%[59 µM], JMJD2A Tudor -5% and GLS inh 1%.
For CCCNC(=O)Nc1nccs1 the results were Pin1 inh -9%, HP1b chromo inh 14%, BAZ2B block 1%, PGK inhibitor inactive, ERG-DNA inh 0%, PI4K2A inh 5, G9a inh -28%[59 µM], JMJD2A Tudor -10% and GLS inh 9%.
For Cc1cc(C(=O)O[C@H]2[C@H](Cc3ccccc3)NS(=O)(=O)[C@H]3C[C@@H]4C=C[C@]23O4)ccc1[N+](=O)[O-] the results were Pin1 inh 2%, HP1b chromo inh 22%, BAZ2B block -7%, PGK inhibitor -1%, ERG-DNA inh 2%, PI4K2A inh 2, G9a inh 8%[2.33 µM], JMJD2A Tudor -21% and GLS inh -14%.
NS(=O)(=O)c1cc(C(=O)NC2CCSc3ccccc32)ccc1Cl (stereo not drawn) was read as HP1b chromo inh 2.2µM*, BAZ2B block inconclusive, PGK inhibitor 1µM*, ERG-DNA inh -6%, PI4K2A inh -17, G9a inh 1.6µM*, JMJD2A Tudor 0.79µM* and GLS inh inconclusive.
`O=C(C1=C[C@H](c2ccc(C(F)(F)F)cc2)C[C@H](OCc2ccc(CO)cc2)O1)N1CCN(Cc2ccc3c(c2)OCO3)CC1` gave Pin1 inh 16%, HP1b chromo inh 23%, BAZ2B block -31%, PGK inhibitor -4%, ERG-DNA inh -8%, PI4K2A inh -4, G9a inh inconclusive, JMJD2A Tudor inconclusive and GLS inh 0%.
For CC(C)COc1ccc(CSCCNC(=S)Nc2ccccc2)cc1 the results were Pin1 inh inconclusive, HP1b chromo inh 33%[activator], BAZ2B block -16%, PGK inhibitor inactive, ERG-DNA inh 1%, PI4K2A inh 13, G9a inh inconclusive, JMJD2A Tudor -17% and GLS inh 0%.
For CCn1c(SCC(=O)Nc2ccc(NC(=O)c3ccco3)c(OC)c2)nc2ccccc2c1=O the results were Pin1 inh 8%, HP1b chromo inh 4%, BAZ2B block 50%[activator], PGK inhibitor inactive, ERG-DNA inh -3%, PI4K2A inh 1, G9a inh inconclusive, JMJD2A Tudor -8% and GLS inh 0%.
CCCCn1c(SCC(=O)OCC)nnc1-c1ccoc1C was read as Pin1 inh -3%, HP1b chromo inh 15%, BAZ2B block 6%, PGK inhibitor -5%, ERG-DNA inh -7%, PI4K2A inh 14, G9a inh -1%[59 µM], JMJD2A Tudor -10% and GLS inh -1%.
For CCOc1cc2c(cc1O)C(=NO)CC1C2CCC2(C)C(O)CCC12 (stereo not drawn) the results were Pin1 inh 1%, HP1b chromo inh 20%, PGK inhibitor -1%, PI4K2A inh -3, JMJD2A Tudor -20% and GLS inh -8%.
For Nc1nc2c(ncn2C2CCCC2)c(=O)[nH]1 the results were Pin1 inh 5%, HP1b chromo inh 7%[57 µM], PGK inhibitor -3%, ERG-DNA inh -7%, PI4K2A inh -9, JMJD2A Tudor -18% and GLS inh -4%.
For CCC(=O)N1CCc2cc(S(=O)(=O)NC(C(=O)NCCc3cccc(C)c3)C(C)C)ccc21 (stereo not drawn) the results were Pin1 inh 7%, HP1b chromo inh 32%, PGK inhibitor -5%, ERG-DNA inh 8%, PI4K2A inh -4, G9a inh -3%[59 µM], JMJD2A Tudor -3% and GLS inh -3%.
Screening COc1ccc(CC(=O)N[C@@H]2c3ccccc3CC[C@H]2OCc2ccccc2)cc1 returned Pin1 inh 0%, HP1b chromo inh 32%, PGK inhibitor -2%, ERG-DNA inh 15%, PI4K2A inh 4, JMJD2A Tudor -6% and GLS inh -4%.
N/C(=N\OS(=O)(=O)c1cccc([N+](=O)[O-])c1)c1ccncc1 was read as Pin1 inh -2%, HP1b chromo inh 44%, BAZ2B block -29%, PGK inhibitor -8%, ERG-DNA inh 15%, PI4K2A inh 0, G9a inh 10µM*, JMJD2A Tudor 6% and GLS inh 3%.
C/C(=C\COc1cc(=O)[nH]c2ccccc12)CCC(O)C(C)(C)O (stereo not drawn) was read as Pin1 inh 1%, HP1b chromo inh 23%, BAZ2B block -3%, PGK inhibitor 1%, ERG-DNA inh -3%, PI4K2A inh -4, G9a inh 7%[12.7 µM], JMJD2A Tudor -10% and GLS inh 16%.
